Source: PubChem BioAssay (several laboratories)
JMJD2C inh – inhibitors of GASC-1 histone demethylase, primary screen, biochemical, fluorescence, DELFIA europium. inhibition, % at 2.35 µM. Lysine-specific demethylase 4C (Homo sapiens), Q9H3R0. 330,000 compounds, 0.069% hits. GST-JMJD2C(1-420) H3K9me3 demethylation;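 active means more than half of a compound's replicate wells show inhibition beyond 50%, single wells judged on their own value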;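 further: signal counts dimethyl H3K9 product captured on neutravidin plate; 0% = median of DMSO wells and 100% = 0.3 times that DMSO median; strong numbers were not always called active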
HCV core dimer – inhibitors of HCV core protein dimerization, primary screen, biochemical, TR-FRET, high-throughput; TR-FRET GST/Flag-core106 dimerization, 1536-well; inhibition, % at 5 µM; 300,000 compounds, 0.33% hits;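 active means inhibition above the mean of all tested compounds plus 3 SD, set per screening campaign, cut at about 45% in these data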
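System – GST-tagged and Flag-tagged HCV core protein residues 1-106 · Repeats – one well for each compound · Technique – TR-FRET 671 and 617 nm emission · Doses – one concentration, 5 µM, in 0.5% DMSO · Times – 4 h, 22.5 °C incubation · Also added – Eu donor and XL665 acceptor anti-tag antibodies · Measure – percent inhibition of core106 dimerization signal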
Fh CTSL1 inh – Fasciola hepatica cathepsin L1 inhibitors, primary screen, counter-screen for PFM18AAP inhibitor project, biochemical, QFRET, fluorogenic peptide substrate. recombinant F. hepatica cathepsin L1, Z-Leu-Arg-MCA fluorescence. inhibition, % at 5.96 µM. 300,000 compounds, 0.49% hits. AID 1906, 2009;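 active means inhibition above the mean of all tested compounds plus 3 SD, set per screening campaign, cut at about 17% in these data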;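 further: 0% = plate median of test compound wells and 100% = 1 µM Z-Phe-Ala-diazomethylketone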
PP5 primary – PP5 phosphatase inhibitors, primary screen, biochemical, fluorescence | Serine/threonine-protein phosphatase 5 (Homo sapiens), P53041 | purified PP5c, OMFP substrate fluorescence | inhibition, % at 6.7 µM | 320,000 compounds, 0.18% hits | AID 1987, 2009;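 active means inhibition above the campaign's mean inhibition across all tested compounds plus 3 SD, cut at about 9.5% in these data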;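 further: 0% = DMSO only and 100% = 100 µM cantharidin control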
Target sequence (P53041 whole entry, looked up): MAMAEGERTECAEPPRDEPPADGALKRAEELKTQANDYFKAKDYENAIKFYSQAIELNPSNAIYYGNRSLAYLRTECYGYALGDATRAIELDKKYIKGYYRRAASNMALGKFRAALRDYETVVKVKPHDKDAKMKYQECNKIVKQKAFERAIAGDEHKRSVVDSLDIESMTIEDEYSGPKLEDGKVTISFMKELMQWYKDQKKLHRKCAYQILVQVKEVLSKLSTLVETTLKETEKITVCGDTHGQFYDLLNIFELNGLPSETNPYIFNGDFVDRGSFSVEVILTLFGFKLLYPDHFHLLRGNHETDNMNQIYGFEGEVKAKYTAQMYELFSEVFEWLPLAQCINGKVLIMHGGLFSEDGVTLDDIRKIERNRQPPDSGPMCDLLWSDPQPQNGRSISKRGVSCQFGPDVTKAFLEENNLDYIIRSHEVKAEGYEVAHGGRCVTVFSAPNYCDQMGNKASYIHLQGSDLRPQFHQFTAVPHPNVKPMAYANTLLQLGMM
proCasp3 act – activators of human procaspase-3 D3A mutant, primary screen, biochemical, absorbance, PC-3 D3A mutant, single concentration. recombinant procaspase-3 D3A, Ac-DEVD-pNA absorbance 405 nm. activation, % at 8.5 µM. 330,000 compounds, 0.11% hits;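 active means activation above the mean of all tested compounds plus 3 SD, cut at about 21% in these data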;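 further: 0% = DMSO alone and 100% = DMSO wells spiked with extra 5 µM PC-3 D3A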
Target sequence (P42574 whole entry D9A/D28A/D175A): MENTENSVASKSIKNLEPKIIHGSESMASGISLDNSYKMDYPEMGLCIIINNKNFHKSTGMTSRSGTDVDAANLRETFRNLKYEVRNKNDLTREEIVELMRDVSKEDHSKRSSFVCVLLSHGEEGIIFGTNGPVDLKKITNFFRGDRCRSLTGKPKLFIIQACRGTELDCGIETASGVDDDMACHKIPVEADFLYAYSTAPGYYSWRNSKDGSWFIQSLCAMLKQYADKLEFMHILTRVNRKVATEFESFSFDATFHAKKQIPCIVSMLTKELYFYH
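Compound: 8.5 µM single point, 0.8% DMSO / Material: Autoprocessing-dead procaspase-3 D3A mutant enzyme / Timing: 1 h preincubation plus 2 h reaction at 25 °C / Medium: Zinc-free HEPES/NaCl buffer with 0.01% Triton X-100 at pH 7.4 / Technique: 405 nm absorbance of p-nitroaniline, reads at 0 and 120 min / Repeats: one well per compound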
proCasp7 act – procaspase-7 activators, primary screen, counter-screen for procaspase-3 activator project, biochemical, absorbance, HTS, human. recombinant procaspase-7, Ac-DEVD-pNA absorbance 405 nm; D23A/D198A/D206A triple mutant, cannot self-cleave; scale: DMSO 0, 5 µM enzyme 100. activation, % at 8.5 µM. 330,000 compounds, 0.093% hits. AID 463210, 2010. Caspase-7 (Homo sapiens), P55210;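 active means percent activation above the screen-wide mean plus 3 SD, cut at about 25% in these data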
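System: Procaspase-7 triple mutant (PC-7 D3A); measure: % activation from two-timepoint absorbance difference, scaled to controls; times: 1 h compound preincubation, 2 h substrate cleavage, 25 °C; also added: Ac-DEVD-pNA substrate, 400 µM as added; measured by: Epi-absorbance of released pNA at 405 nm, two timepoints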
GRK2 aptamer HTS – compounds blocking aptamer binding on GRK2 – biochemical, human GRK2, bead flow cytometry, HTS, primary screen; Beta-adrenergic receptor kinase 1 (Homo sapiens), P25098; inhibition of aptamer binding, % at 10 µM; 330,000 compounds, 0.59% hits; FAM-aptamer displacement from GRK2;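 active means inhibition of aptamer binding above 40%, roughly 3 SD of noise, on plates passing a quality check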;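 further: median bead fluorescence of bound FAM aptamer so fluorescent compounds give negative values; no value below 0 was filed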
VLA-4 inh – inhibition in human VLA-4 binding assay, primary screen, VLA-4 allosteric modulator project, MLPCN library, flow cytometry, VLA-4 expressing cells; Integrin alpha-4 (Homo sapiens), P13612; ligand binding flow cytometry; inhibition, % (about 7 µM as worked out from the volumes in the protocol); 330,000 compounds, 0.2% hits; in the data active means inhibition above about 50%
PP1 counter – PP1-alpha phosphatase inhibitors, primary screen, counter-screen for PP5 inhibitor project, biochemical, fluorescence, OMFP substrate, single point; Serine/threonine-protein phosphatase PP1-alpha catalytic subunit (Homo sapiens), P62136; purified PP1alpha; inhibition, % at 6.7 µM; 320,000 compounds, 0.9% hits; AID 2235, 2010;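 active means inhibition above the mean inhibition of all tested compounds plus 3 SD, computed separately for each screening campaign, cut at about 15% in these data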
Numbers without * were called inactive; · = no result given; & = joins results of further samples. This is a random part of the collection, and some 2.6% of all compounds hit somewhere here.

structure	Fh CTSL1 inh	VLA-4 inh	GRK2 aptamer HTS	PP5 primary	proCasp7 act	HCV core dimer	proCasp3 act	JMJD2C inh	PP1 counter
O=C(/C=C/c1cccc(Cl)c1)NCCc1ccccc1	-3	0	3	3.2	3	-7	0	3	0
O=C(O)Cc1ccc(O)c(F)c1	-2	-3	0	0.2	-1	-10	2	-18	-3
CC(=O)Nc1nc(C)c(Oc2ccc(Cl)cc2)c(=O)[nH]1	9	4	1	-1.1	2	-3	-9	3	-2
Cc1c(C(=O)OC(C)C)sc(N)c1C(=O)OC(C)C	4	26	70*	5.0	2	-2	-5	32	9
COc1ccc(N2CC(C(=O)Nc3nnc(SCc4ccccn4)s3)CC2=O)cc1 (stereo not given)	5	1	4	0.4	7	21	6	-27	4
C=CCNC(=O)c1onc(CSc2ccccn2)c1C(=O)NCC=C	-2	13	1	2.3	4	4	-2	3	-6
O=C1OC(=O)c2cc([N+](=O)[O-])ccc21	·	-10	1	1.9	-6	·	7	11	-2
Cc1cc(C)nc(N2CCC(C(=O)NCc3cccs3)CC2)n1	0	4	7	-0.7	1	-1	-5	-19	-4
N=c1c2c(ncn1CCCO)Oc1cc(O)ccc1C2c1ccccc1 (stereo not given)	-1	6	1	0.9	-15	1	1	8	-4
O=S(=O)(Nc1nc2ccccc2nc1Nc1ccc2c(c1)OCCO2)c1cccs1	5	-28	2	1.9	8	27	5	2	5
COc1cccc(N(C(=O)CNC(=O)c2ccco2)C(C(=O)NC2CCCC2)c2cccnc2)c1 (stereo not given)	1	-3	2	0.9	6	9	2	6	2
O=C1CN(c2nnnn2-c2ccccc2)CCN1	-1	3	0	2.9	0	-5	5	2	-2
COc1ccc(OC)c(NC(=O)CSc2nnnn2-c2ccccc2F)c1	-1	-10	0	2.4	-6	-1	-4	-9	-3
CCN=C1S/C(=C\c2ccc(Sc3ccc(Cl)cc3)o2)C(=O)N1CC	4	10	4	-0.3	-2	-1	-9	-5	2
C/C(=N/OC(=O)c1cccc(Cl)c1)c1nccs1	-2	10	2	1.2	11	2	-5	-4	-5
N#CCCCn1c(=O)oc2ccccc21	-4	-13	0	0.4	-2	-4	4	-2	-2
CC(C)OC(=O)Cn1nnc(-c2ccccc2)n1	4	3	3	2.4	3	-10	12	-8	1
Cc1ccccc1NC(=O)NCCCN1CCCC1=O	1	5	2	-0.1	-3	-5	1	-7	-3
COc1ccc(N2CCN(C(=O)CSc3nnnn3C3CC3)CC2)cc1	·	12	1	0.9	-2	·	9	3	3
COc1ccc(C(=O)/C=C/c2ccc(OC)c(O)c2)c(F)c1	2	-23	1	0.8	-10	5	-3	-26	-2
COc1ccc2nc3oc(C(=O)Nc4ccc(OC)c(OC)c4)cc3cc2c1	-3	-12	35	0.6	-7	2	-1	-1	-4
Cc1ccccc1NC(=O)/C=C/c1cccs1	-1	11	0	2.2	11	-1	5	2	-4
Cc1ccc(NC(=O)CCCc2nc3ccccc3s2)c(O)c1	-2	7	2	0.8	-3	1	1	5	-1
CCn1c(SCC(=O)NNC(=O)Cc2ccccc2)nnc1-c1ccccc1	-7	28	0	-2.0	-7	1	-2	5	-9
CC(C)(C)OC(=O)C[C@H]1C/C=C\C[C@@H](CC(=O)N(CCO)Cc2ccccc2)C(=O)NC[C@@H](c2ccccc2)OC1=O	·	11	·	·	13	·	4	23	·
CCN(C(=O)COC(=O)c1cc(OC)ccc1Br)C1CCS(=O)(=O)C1 (stereo not given)	·	-2	0	·	5	·	2	-4	·
Cc1ccc(N/N=C/c2ccncc2)cc1	7	-2	3	-1.2	6	-23	2	-8	2
COc1ccc(NC(=O)c2cc(-c3ccncc3)nc3ccc(Br)cc23)cc1OC	7	-1	0	1.5	-3	-11	3	9	18*
Cc1nc(S(=O)(=O)c2ccc(Cl)cc2)c(N(C)C)o1	-1	0	0	1.7	-1	-6	6	-3	-4
Cc1ccn2c(=O)nc(SCC(=O)NCCc3ccccc3)nc2c1	2	-9	2	-1.1	1	3	8	-9	-5
CC(C)CCN(C(=S)NC(=O)C1CCCCC1)c1c(N)n(Cc2ccccc2)c(=O)[nH]c1=O	2	-11	0	0.9	-2	1	4	4	1
CCOc1ccc(NC(=O)C(=O)NCCN2CCN(S(=O)(=O)c3ccc(C)cc3)CC2)cc1	-1	21	2	3.1	1	3	7	-4	-3
COc1ccc(OC)c(NC(=O)CN(C)CCOc2ccc(Br)cc2)c1	1	8	1	3.8	-10	-9	-2	8	3
CCOC(=O)c1c(/N=C/c2cc(OC)cc([N+](=O)[O-])c2O)sc(C)c1C	1	-10	12	1.9	-2	1	-18	2	6
Oc1ccccc1C(=S)N1CCCCC1	-3	11	1	0.6	-18	-2	-16	-21	-10
OCCN1CCOCCOc2ccccc2OCCOCC1	8	-2	0	3.3	-2	1	0	-3	-1
Cc1cccc(-n2cc3c(=O)n(C)c(=O)n(C)c3c2)c1	2	10	0	1.8	7	1	-1	18	0
c1ccc(-c2nnc(CSc3ccc4c(c3)OCCO4)o2)cc1	-1	-2	0	3.0	2	-4	0	0	-4
CCn1c(=O)c(C(=O)NCc2ccccc2)c(O)c2ccccc21	-3	7	0	-1.9	8	3	2	21	-4
CCC(C)NC(=O)C1CCCN(S(=O)(=O)c2ccc(-n3cnnn3)cc2)C1 (stereo not given)	-4	15	0	2.9	4	4	0	-18&2	0
COC(=O)Cc1[nH]n(-c2nc3ccccc3s2)c(=O)c1C(C)=Nc1ccc(Cl)cc1	-1	-6	0	-2.3	-5	1	-1	5	-1
O=C(O)C1CSC(c2ccccc2)N1C(=O)c1ccco1 (stereo not given)	-11	0	4	-0.5	-3	-1	-21	1	-6
CCOC(=O)CSc1nc(N)c(C#N)c(-c2ccc(OC)cc2)c1C#N	9	8	3	1.4	-4	16	-1	6	4
O=C(O)COc1cccc2ccccc12	3	4	2	-0.5	6	-2	-3	99	-1
COc1cc(CNc2ccc(N3CCCC3)cc2)ccc1OCc1ccccc1	-1	-33	0	1.3	-6	6	-5	3	9
O=C1NN(c2cccc(Br)c2)C(=O)/C1=C\c1ccc(O)cc1	-4	-7	2	-1.9	-3	-2	-10	-4	7
CC(=O)OC(C)[C@H]1CC[C@H]2[C@@H]3CC[C@H]4C[C@@H](OC(C)=O)CC[C@]4(C)C3=CC[C@]12C (stereo not given in full)	-3	14	2	1.8	4	-1	5	-3	0
OCCOCCn1c(C(CO)Nc2nc(-c3ccc(Cl)cc3)cs2)nc2ccccc21 (stereo not given)	-3	6	4	5.0	3	-5	2	-1	1
CC(C)N(C(=O)Cn1c(SCC(=O)N2CCN(c3ccccc3)CC2)nc2ccccc21)C(C)C	-2	15	1	-0.6	-5	-7	-4	3	0
O=C(N/C(=C/c1cccs1)C(=O)N1CCCCCC1)c1ccccc1	3	7	0	-0.7	2	-2	-4	0	-2

The list continues.
structure	Fh CTSL1 inh	VLA-4 inh	GRK2 aptamer HTS	PP5 primary	proCasp7 act	HCV core dimer	proCasp3 act	JMJD2C inh	PP1 counter
CCCCn1c(N)c(N(CCC(C)C)C(=O)C2CC(=O)N(Cc3ccc(C)cc3)C2)c(=O)[nH]c1=O (stereo not given)	-1	1	2	-2.9	3	2	-8	2	-6
CP(=O)(Nc1cc(Cl)ccc1Cl)c1nc2c(s1)CCCC2 (stereo not given)	0	-1	0	-0.2	-3	-2	5	-7	-4
O=C(CCc1nnc(-c2ccccc2)o1)c1ccc(Cl)cc1	5	9	4	-5.0	9	1	4	3	2
CCOC(=O)N1CCC(NC(=O)CCN2C(=O)C3C4C=CC(C4)C3C2=O)CC1 (stereo not given)	-3	24	3	-0.5	7	-2	3	3	-7
Cc1ccc(NC(=O)CSCc2cc(=O)n3nc(C4CC4)sc3n2)cc1	-1	0	3	1.6	-9	7	-6	-4	-2
COc1ccccc1-n1nnnc1SCC(=O)NCC1(N2CCOCC2)CCCCC1	·	0	0	-1.1	-2	·	-3	·	-6
Cn1nnnc1SCC(=O)N1CCN(Cc2ccccc2)CC1	-1	10	3	-0.2	3	-8	2	-1	-2
O=C(NNC(=O)c1ccccc1F)c1cccs1	-1	6	0	-2.1	-4	8	9	5	-6
Cc1cccc(NC(=S)NCCC(C)C)c1	2	0	2	0.9	-5	-5	2	1	-1
